# Bioassay records as filed in PubChem BioAssay.
# PfHsp90 set2: growth inhibition of yeast expressing Plasmodium Hsp90; S. cerevisiae expressing PfHsp90, BacTiter-Glo ATP, 48 h; yeast lacking PDR1 and PDR3 efflux regulators; inhibition, % at 9.4 µM; hit rate 0.32% among 310,000;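 active = every replicate shows inhibition above about 80%, whatever the replicate mean, limit read from the data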;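 note: 0% = DMSO neutral controls and 100% = 20 µM radicicol positive controls; yeast relying on Plasmodium falciparum Hsp90 in place of its own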
# OPRM1-OPRD1 ag: agonists of human mu-delta opioid receptor heterodimerization. P35372+P41143. cells, OPRM1-OPRD1 heterodimerization, luminescence. activation, % at 9.3 µM. hit rate 0.3% among 340,000. AID 504326; in the data active = activation above about 18%;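 note: 0% = vehicle-treated cells and 100% = reference agonist; values of inactives mirror those of a sister screen read the other way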
# PKA-R2B activ: PKA-R2B complex activation. P22694+P31323. PKA-R2B holoenzyme dissociation, Cy5-IP20 fluorescence polarization; R2B truncated from residue 108, S112A mutant; 0% DMSO only, 100% 113 µM cGMP. activation, % at 11.4 µM. hit rate 0.079% among 340,000. AID 504700;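 active = activation above a cutoff set at the mean over all compounds plus 3 SD, cut at about 18% in these data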;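 note: higher means more holoenzyme dissociation and a rise in polarization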
# Target sequence (P31323 whole entry, looked up, other chains not shown, the tested form may be a part): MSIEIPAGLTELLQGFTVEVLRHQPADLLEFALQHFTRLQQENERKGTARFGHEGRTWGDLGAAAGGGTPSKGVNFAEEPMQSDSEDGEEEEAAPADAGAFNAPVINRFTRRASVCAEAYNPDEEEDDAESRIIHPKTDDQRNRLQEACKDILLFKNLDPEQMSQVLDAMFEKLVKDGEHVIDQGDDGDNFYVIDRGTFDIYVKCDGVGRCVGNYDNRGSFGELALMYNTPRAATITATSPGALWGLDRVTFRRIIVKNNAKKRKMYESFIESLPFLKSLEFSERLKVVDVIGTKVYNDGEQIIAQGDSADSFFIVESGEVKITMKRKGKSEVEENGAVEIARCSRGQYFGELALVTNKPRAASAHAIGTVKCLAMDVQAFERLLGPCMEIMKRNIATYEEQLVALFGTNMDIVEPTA
# AddAB inh: less growth of phage-infected E. coli with AddAB | E. coli expressing H. pylori AddAB, absorbance growth | AID 435030 | hit rate 0.29% among 330,000 | inhibition, % at 11.9 µM; in the data active = inhibition above about 12%;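 note: 0% = vehicle wells of infected cells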
# phage Ecoli inh: E. coli growth loss with phage present | growth absorbance | inhibition, % at 11.9 µM | hit rate 0.26% among 360,000; in the data active = inhibition above about 11%
# SUMO Mot1 rescue: blocks SUMOylation pathway, rescuing yeast Mot1-301 growth | S. cerevisiae Mot1-301 growth rescue, ATP luminescence, 38.5C; percent above DMSO median, 100 means doubled | growth rescue, % at 18.8 µM | hit rate 1% among 320,000;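 active = every valid replicate shows activation above 250% relative to neutral control wells; inactive = the rest, any valid replicate at or below 250%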;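 note: OY570 slx delta 5 strain wells were the positive control but not used for scaling; some compounds called inactive have numbers as strong as hits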
# Tat export inh: blocks Tat-dependent protein export in E. coli | E. coli MC4100 TorA-mCherry Tat export, fluorescence | inhibition, % at 10 µM | hit rate 0.036% among 340,000 | AID 488895;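 active = mean replicate inhibition at least 50% and at least half of replicates individually reaching 50%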;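 note: exported cargo escapes ClpAP degradation while cytoplasmic cargo is degraded and loses fluorescence; 0% = median of neutral control wells and 100% = median of NaSCN control wells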
# OPRM1-OPRD1 inv: inverse agonists of human mu-delta opioid receptor heterodimerization; P35372+P41143; cell-based MOR-DOR heterodimer luminescence, inverse agonism; inhibition, % at 9.3 µM; hit rate 0.21% among 340,000; AID 504357; in the data active = inhibition above about 22%, passing the limit was not always enough;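 note: 0% = cells with DMSO and 100% = wells without cells with DMSO; values of inactives mirror those of a sister screen read the other way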
# Ecoli viability: bacterial growth inhibition, counter-screen for AddAB inhibitors. E. coli V3065 growth, OD600 absorbance, 18 h. inhibition, % at 11.9 µM. hit rate 0.27% among 330,000;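 active = inhibition above the campaign's mean inhibition across all tested compounds plus 3 SD, cut at about 9.9% in these data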;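 note: uninfected addAB+ strain grown without phage in ampicillin broth; 0% = DMSO wells and 100% = ciprofloxacin 0.95 µg/ml wells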
# HTR5A inv ctr: inverse agonist of human HTR5A in OPRM1-OPRD1 counter-screen; hit rate 0.083% among 340,000; HTR5A cell line, luminescence, inverse agonism; inhibition, % at 9.3 µM; in the data active = inhibition mostly above about 23%, no sharp cut-off; inactive = mostly below about 18%;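 note: 0% = cells with DMSO and 100% = no-cell wells with DMSO; some compounds called inactive have numbers as strong as hits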
# Target sequence (P47898 whole entry, looked up): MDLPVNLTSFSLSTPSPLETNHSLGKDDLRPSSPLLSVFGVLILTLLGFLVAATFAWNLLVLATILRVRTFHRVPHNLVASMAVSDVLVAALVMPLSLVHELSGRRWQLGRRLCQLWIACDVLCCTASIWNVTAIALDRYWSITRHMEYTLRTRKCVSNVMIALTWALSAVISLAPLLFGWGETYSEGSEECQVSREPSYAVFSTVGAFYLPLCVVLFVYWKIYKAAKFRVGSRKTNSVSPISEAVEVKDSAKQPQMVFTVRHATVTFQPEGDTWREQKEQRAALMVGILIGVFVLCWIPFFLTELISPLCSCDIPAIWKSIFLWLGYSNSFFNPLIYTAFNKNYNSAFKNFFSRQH
# PKA-R1A activ: activators of PKA-R1A complex. PKA-R1A dissociation, Cy5-IP20 fluorescence polarization; scaled: DMSO 0%, 113 µM cGMP 100%. activation, % at 11.4 µM. hit rate 0.083% among 340,000. AID 504707;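 active = percent activation above the mean of all tested compounds plus 3 SD, cut at about 19% in these data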;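 note: higher means more PKAc released from R1A so a rise in polarization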
# The depositor's hits bear a star; nt = no result given.
structure	PfHsp90 set2	OPRM1-OPRD1 ag	PKA-R2B activ	AddAB inh	phage Ecoli inh	SUMO Mot1 rescue	Tat export inh	OPRM1-OPRD1 inv	Ecoli viability	HTR5A inv ctr	PKA-R1A activ
CC(=O)N1CCN(C2c3cccc4cccc(c34)C2NS(=O)(=O)c2ccccc2)CC1 (stereo unspecified)	-9	-1.1	2	-1.4	0.3	9	-11	6	1.0	-8	-3
O=[N+]([O-])c1ccccc1OCCN1CCCC1	-3	-1.5	3	4.8	2.1	12	0	7	1.7	4	1
CCNC(=S)NCc1ccco1	11	-2.1	6	0.3	2.6	92	-17	13	-0.8	-18	-14
O=C(O)CCCC(=O)Nc1ccc(Sc2ccc([N+](=O)[O-])cc2)cc1	4	-2.1	6	2.9	1.9	13	-8	12	0.6	2	-1
C=CCn1c(Cc2ccccc2)n[nH]c1=S	-99	-1.1	3	-2.5	2.5	nt	11	5	-2.6	6	-4
O=C(CCNC(=O)c1ccccc1Cl)NCc1cccnc1	5	-3.2	-8	-3.6	-1.9	16	-10	17	-2.3	-9	-3
CCCCn1c(N)c(N(CC(C)C)C(=O)C2CCN(S(=O)(=O)c3ccc(C)cc3)CC2)c(=O)[nH]c1=O	7	-4.1	0	4.3	2.8	5	-6	20	2.7	-7	12
CCC(C)(C)NC(=O)C(c1ccc(OC)cc1)N(Cc1ccco1)C(=O)CCC(=O)Nc1cc(C)on1 (stereo unspecified)	-9	-0.9	5	0.9	-0.3	-26	4	5	-1.9	-52	-2
O=C(c1ccc(Cl)c(Cl)c1)N1CCC(=O)N(C(COCc2ccccc2)Cc2ccccc2)CC1 (stereo unspecified)	2	1.1	-8	1.4	0.7	2	14	-6	-0.4	-8	-4
O=C(CSc1nnnn1-c1ccccc1)Nc1ccc(N2CCOCC2)cc1	-18	-0.3	11	1.2	1.1	-17	-1	2	-0.8	-8	-11
CCCCN(CCCC)S(=O)(=O)c1ccc(N2CCCC2=O)c([N+](=O)[O-])c1	nt	0.6	-7	1.3	3.1	-14	0	-3	-1.3	8	-7
Cc1ccsc1C(=O)OCC(=O)NCc1ccc(Cl)cc1	-32	2.4	-1	0.6	2.3	1	-1	-10	0.9	-23	9
O=C(NNS(=O)(=O)c1cccc(Cl)c1Cl)c1cccc(S(=O)(=O)N2CCOCC2)c1	9	0.1	-7	3.5	-0.6	19	-10	-1	0.5	-2	-6
COC(=O)[C@]1(Cc2ccccc2)N[C@H](CN(C)C(=O)NC(C)C)[C@@H]2C(=O)N(C)C(=O)[C@@H]21	-2	-3.0	2	1.9	1.2	nt	-5	14	1.2	14	0
CC(C)OC(=O)CSc1nc(N)c(C#N)c(-c2cccs2)c1C#N	nt	2.8	-14	-4.4	4.0	-1	-19	-15	-2.8	-1	-3
CS(=O)(=O)N1CCCC(C(=O)Nc2ccccc2)C1 (stereo unspecified)	-6	0.3	-15	-1.1	-0.8	-6	-6	-2	0.8	0	-2
COc1ccccc1N1C(=O)CC(Sc2ncccc2C(=O)O)C1=O (stereo unspecified)	31	-3.1	-9	1.7	2.9	-6	-5	18	0.0	-4	0
CC(CC(=O)C1C(C)C=CCC1(C)C)NNC(N)=O (stereo unspecified)	26	-3.2	-6	1.6	5.7	0	0	19	2.0	2	-6
NNC(=O)c1cc(NS(=O)(=O)c2cccs2)cc(NS(=O)(=O)c2cccs2)c1	nt	-1.6	7	1.4	1.8	-10	-8	8	-2.5	12	-7
CCc1nc2ccccc2c(C(=O)OC2CCCCC2=O)c1C (stereo unspecified)	11	-3.0	-5	5.2	4.3	377*	3	15	-0.3	3	-3

# Additional compounds
structure	PfHsp90 set2	OPRM1-OPRD1 ag	PKA-R2B activ	AddAB inh	phage Ecoli inh	SUMO Mot1 rescue	Tat export inh	OPRM1-OPRD1 inv	Ecoli viability	HTR5A inv ctr	PKA-R1A activ
CC1=C(c2ccccc2)C(=S)NC(C)(C)C1	2	-2.6	3	-0.1	0.9	-19	-9	13	-2.8	-7	0
CCOc1ccc(CCNC(=O)c2nnn(CC(=O)Nc3ccc(OC)c(OC)c3)c2N)cc1OCC	0	-0.8	3	0.4	-0.2	1	-5	4	0.8	-22	-10
CCn1ncc(C2=NOC(C(=O)Nc3c(C)n(C)n(-c4ccccc4)c3=O)C2)c1C (stereo unspecified)	5	-2.2	5	4.4	1.1	-2	-4	12	-1.1	-10	5
CCCC(=O)Nc1nc(-c2ccc3c(c2)OCCO3)cs1	-27	-0.2	0	2.6	2.4	30	1	1	0.4	-8	-3
CC1CCC2(CC1)NC(=O)N(CC(=O)Nc1ccc(C(N)=O)cc1)C2=O (stereo unspecified)	15	-2.3	5	1.2	1.4	-21	-7	10	-0.6	-3	-4
CC(Oc1cccc(Cl)c1)C(=O)NCc1ccc(S(N)(=O)=O)cc1 (stereo unspecified)	14	-1.4	-4	-2.1	3.0	-3	-7	7	3.5	11	-12
Cc1cc(/C=C2\NC(=S)N(C)C2=O)ccc1N1CCCC1	-19	15	2	-1.7	2.9	nt	7	-76	-2.2	-3	0
COCC(=O)N(C)c1nnc(-c2ccc([N+](=O)[O-])cc2)s1	-28	1.5	5	-0.9	-0.5	-14	11	-9	-0.6	-15	-10
Cc1ccccc1NC(=O)COC(=O)c1ccc(S(C)(=O)=O)c([N+](=O)[O-])c1	1	2.7	-3	-0.1	2.0	13	-3	-19	-2.9	17	0
CCOc1ccccc1C(=O)N1CCC(n2nnc3cc(C)ccc32)CC1	nt	-1.9	-6	-0.2	-0.8	-3	2	10	0.2	-3	-17
COc1ccc(S(=O)(=O)NCCCc2ccccc2)cc1	4	-1.1	5	-1.0	0.2	-2	21	6	-1.7	0	-11
CC1CCN(c2c(NCC3CCC(C(=O)NCCc4ccc(Cl)cc4)CC3)c(=O)c2=O)CC1 (stereo unspecified)	-29	0.6	1	1.6	1.3	7	1	-3	-3.1	-12	-3
COc1ccc(S(=O)(=O)N2c3ccccc3OCC2C)cc1 (stereo unspecified)	15	nt	nt	3.2	2.4	5	4	nt	0.7	nt	nt
COc1ccc(-c2[nH]c(-c3ccccc3)nc2SCC(=O)NCc2ccco2)cc1OC	20	-0.1	9	4.2	2.2	5	-3	1	-2.2	-9	11
O=C(c1ccc(Cl)c(S(=O)(=O)N2CCCCC2)c1)N1CCN(c2ccccc2)CC1	0	0.7	-13	-3.3	0.6	154	1	-4	-1.9	-30	2
O=C(NNS(=O)(=O)c1ccc(F)cc1)c1sccc1-n1cccc1	-4	-0.5	1	2.1	6.2	2	-7	3	0.4	-7	4
CCOC(=O)c1ccccc1NC(=O)COC(=O)c1ccc(OCC(=O)N2CCOCC2)c(OCC)c1	4	-2.2	-10	nt	-1.0	nt	-2	9	nt	-24	-2
COC(=O)C1=C(C)N(CC2CC2)C(=O)N[C@H]1c1ccccc1	13	-1.5	-10	0.3	-0.6	-1	8	9	-1.1	-23	12
Cc1ccc(CCN2CC(C(=O)NCCCN3CCOCC3)CC2=O)cc1 (stereo unspecified)	-10	0.1	1	1.9	1.4	19	-6	-1	0.3	-13	-5
CC1CCN(S(=O)(=O)c2nnc(NC(=O)COc3ccccc3)s2)CC1	1	-2.6	-2	2.0	-0.2	292*	-2	14	0.1	-7	7

# Going on with the list:
structure	PfHsp90 set2	OPRM1-OPRD1 ag	PKA-R2B activ	AddAB inh	phage Ecoli inh	SUMO Mot1 rescue	Tat export inh	OPRM1-OPRD1 inv	Ecoli viability	HTR5A inv ctr	PKA-R1A activ
O=C(COc1cccnc1[N+](=O)[O-])NCCc1ccc(Cl)cc1	-23	-0.6	-8	3.2	1.5	7	6	3	-2.3	-6	2
CCN(C(=O)CCc1nc(-c2ccc(OC)cc2)no1)c1cc(OC)ccc1OC	-2	5.1	-2	1.6	2.4	25	7	-23	-1.6	-12	-6
Cc1c(C(O)CN2CCN(Cc3ccc4c(c3)OCO4)CC2)c2ccccc2n1C (stereo unspecified)	-10	-2.0	-5	1.8	-0.6	27	26	9	1.4	-4	6
COc1ccc(C(=O)N2CCCC(CCC(=O)NCc3ccccc3F)C2)c(OC)n1 (stereo unspecified)	-78	-1.5	15	1.4	-0.2	301	0	8	0.1	9	3
CN(C)CCCNCCNC(=O)/C=N\O	5	-2.9	6	1.2	-0.1	-8	8	17	-0.1	14	-10
COc1cc(-c2nc(S(=O)(=O)c3ccc(Cl)cc3)c(N3CCOCC3)o2)cc(OC)c1OC	nt	-1.6	-6	-1.2	1.4	5	-7	9	-0.7	-4	-9
COc1ccc(NC(=O)C2CCN(c3nc(-c4ccc(OC)cc4)no3)CC2)cc1	-2	3.4	-1	-0.5	1.0	13	4	-20	0.6	-4	-10
Cc1cccc(N(C(=O)c2nsc(Cl)c2Cl)C(C(=O)NC2CCCC2)c2ccc(O)cc2)c1 (stereo unspecified)	20	-0.2	-3	0.7	3.3	22	-1	1	-2.0	13	-10
COc1ccc2nc(NC(=O)C3CCN(S(=O)(=O)c4cnc[nH]4)CC3)sc2c1	3	0.0	-6	-2.2	1.9	-19	-4	0	-0.6	-14	-6
CCCC(C(=O)NC1CCCC1)N(CCCN1CCOCC1)C(=O)c1snc(C(N)=O)c1N (stereo unspecified)	-27	-2.2	-3	2.3	4.8	-9	5	12	2.4	-1	3
CCOP(=O)(C1=C(O)C(=O)C(C(C)(C)C)=CC1=O)c1ccccc1 (stereo unspecified)	-13	-1.4	-6	nt	0.7	nt	-4	6	nt	-5	4
COc1ccc(Nc2nnc(SCC(=O)NC(=O)Nc3ccc4c(c3)OCCO4)s2)cc1	-12	-1.8	-8	2.2	2.1	80	-20	9	-0.2	-10	-18
Cc1ccc(C(=O)NCc2cccnc2)o1	28	-3.5	-1	-0.6	4.0	-1	9	14	1.2	-6	-14
CC1CC(C)CN(S(=O)(=O)c2ccc3c(c2)oc(=O)n3CC(=O)NCCCOC(C)C)C1 (stereo unspecified)	1	-3.1	-8	0.4	1.9	-6	3	16	1.3	13	-5
CCCCn1c(N)c(N(CC(C)C)C(=O)C2CC(=O)N(c3ccc4c(c3)OCCO4)C2)c(=O)[nH]c1=O (stereo unspecified)	nt	-2.4	-9	1.6	2.4	-5	-1	12	1.1	5	-3
NS(=O)(=O)c1ccc(CCNC(=O)CN2CCN(c3ccc(F)cc3)CC2)cc1	-36	-0.9	3	1.5	1.9	650*	-6	4	0.9	-2	-5
COc1ccc(-c2nc(CS(=O)(=O)CC(=O)NCc3ccc(F)cc3)c(C)o2)cc1	0	-1.8	4	-13	2.9	132	-3	9	-0.5	17	5
O=c1ccc(S(=O)(=O)N2CCCC2)cn1Cc1nc(-c2ccccc2)no1	14	-2.0	-1	1.9	-0.8	nt	4	8	-1.0	-8	7
CCC(=O)N1CCc2cc(S(=O)(=O)NC(C(=O)NCc3ccc(C)cc3)C(C)C)ccc21 (stereo unspecified)	-9	-2.3	-2	3.3	3.7	5	-6	12	2.0	1	7
